FAS-TE inh = FAS thioesterase (human) inhibition; P49327; recombinant FAS-TE, OMFH fluorogenic substrate, fluorescence endpoint; inhibition, % at 15 µM; 360,000 compounds, 0.67% hits;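 active means compounds whose normalised, plate-corrected inhibition of enzyme fluorescence in the single-dose primary screen is 50% or more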;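 further: 0% = DMSO with enzyme and 100% = substrate without enzyme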
MsrA inh = inhibitors of bovine MsrA | inhibition, % at 15.5 µM | 360,000 compounds, 0.75% hits | purified bovine MsrA, absorbance read-out | AID 651718; in the data active means inhibition above about 4.5%;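 further: 0% = vehicle wells with enzyme and 100% = reference inhibitor wells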
MLLE-PAM2 inh = blocks PAM2 peptide binding to the PABP1 MLLE domain. AID 588489. 360,000 compounds, 0.36% hits. P11940. inhibition, % at 20 µM. GST-MLLE / FITC-PAM2 fluorescence polarization; in the data active means inhibition above about 35%, passing the limit was not always enough;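 further: plate controls were DMSO wells with GST-MLLE for no effect and wells lacking GST-MLLE protein for full effect; some results filed as inactive read as strong as hits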
MT1-MMP act inh = MT1-MMP (human) activation inhibition; HT1080 RFP-PRO-GFP cells, GFP/RFP ratio fluorescence, overnight; percent of plate control window, DMSO zero; 360,000 compounds, 0.061% hits; GFP/RFP ratio change, % at 20 µM; AID 651647;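 active means GFP/RFP ratio change of at least 30% with cell ATP level not reduced by more than half and red fluorescence within 50% of control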; further: strong numbers were not always called active
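Test system: HT1080 RFP-PRO-GFP cells; Benchmarks: DMSO and RFP-L50D-GFP cell wells; Timing: cells overnight before dosing, compound overnight, 37 °C, 5% CO2; Compound: one 20 µM compound dose with 1% DMSO; Read-out: GFP/RFP fluorescence ratio.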
bovine MsrA act = bovine methionine sulfoxide reductase A activation. purified bovine MsrA, absorbance read-out. activation, % at 10.6 µM. 360,000 compounds, 0.3% hits; in the data active means activation above about 7.5%;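 further: 0% = vehicle and 100% = reference activator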
eLon inh = inhibitors of E. coli Lon protease | inhibition, % at 7.94 µM | AID 602123 | P0A9M0 | 360,000 compounds, 0.42% hits | purified E. coli Lon protease, fluorescence polarization; in the data active means inhibition above about 13%, passing the limit was not always enough;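 further: 0% = enzyme with probe and DMSO and 100% = no enzyme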
Rpn11 inh = blocks the human proteasome subunit Rpn11; O00487; human 26S proteasome, Ub4-pepOG fluorescence polarization; 20S core pre-blocked with epoxomicin; calls only at 20 µM; 360,000 compounds, 0.59% hits; AID 588493;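 active means inhibition at 20 µM, scaled to each plate's controls, above about 33%, limit read from the data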
Target sequence (O00487 whole entry, looked up): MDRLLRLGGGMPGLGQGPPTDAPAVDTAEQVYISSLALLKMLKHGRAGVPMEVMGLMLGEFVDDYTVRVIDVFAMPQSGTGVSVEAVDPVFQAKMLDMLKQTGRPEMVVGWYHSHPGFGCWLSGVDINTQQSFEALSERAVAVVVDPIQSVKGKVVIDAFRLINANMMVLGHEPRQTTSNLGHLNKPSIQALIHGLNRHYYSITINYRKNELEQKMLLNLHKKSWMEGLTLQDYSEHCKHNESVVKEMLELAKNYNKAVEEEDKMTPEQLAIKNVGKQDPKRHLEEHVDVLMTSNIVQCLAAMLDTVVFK
Rin1-Abl PPI inh = blocks binding of human Rin1 to Abl. 360,000 compounds, 0.4% hits. inhibition, % at 7.35 µM. P00519+Q13671. TR-FRET Rin1/Abl binding, biochemical; in the data active means inhibition above about 5%, passing the limit was not always enough
CSN deneddyl inh = blocks human CSN-mediated cullin deneddylation. Q92905. Purified CSN, SCF-Nedd8-OG deneddylation, fluorescence polarization. inhibition, % at 12.5 µM. 360,000 compounds, 0.38% hits. AID 651999;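 active means pattern-corrected inhibition above about 35%, with an unprinted fluorescence ratio check between 0.5 and 1.5, limit read from the data, passing the limit was not always enough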;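 further: 0% = enzyme with substrate and 100% = substrate without enzyme; some results filed as inactive read as strong as hits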
Target sequence (Q92905 whole entry, looked up, one chain of several): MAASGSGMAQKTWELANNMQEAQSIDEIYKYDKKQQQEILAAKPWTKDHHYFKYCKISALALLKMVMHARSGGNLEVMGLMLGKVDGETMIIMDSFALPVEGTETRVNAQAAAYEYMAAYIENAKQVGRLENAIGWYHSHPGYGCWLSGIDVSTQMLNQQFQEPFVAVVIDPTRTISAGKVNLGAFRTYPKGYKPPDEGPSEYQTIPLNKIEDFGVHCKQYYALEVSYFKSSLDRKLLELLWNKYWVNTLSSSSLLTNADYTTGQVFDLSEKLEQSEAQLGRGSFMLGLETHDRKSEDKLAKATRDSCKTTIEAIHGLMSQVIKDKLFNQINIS
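test system = HEK293T-derived human Csn5 enzyme | amount = 0.24 nM Csn5 enzyme, final concentration | medium = Tris/NaCl/DTT buffer, pH 7.5 | schedule = 90 min reaction at room temperature | signal = FP | evaluation = inhibition of Csn5 cleavage, % | compound dosing = single dose of 12.5 µM compound with 0.25% DMSO | probe or stimulus = 10 nM SCFSkp2-Nedd8OG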
* marks the source's active call; other numbers are inactive results; i = inactive; / = no result given.

Every second line gives: FAS-TE inh, MsrA inh, MLLE-PAM2 inh, MT1-MMP act inh, bovine MsrA act, eLon inh, Rpn11 inh, Rin1-Abl PPI inh, CSN deneddyl inh
COc1cc(C(=O)NCCCCc2ccccc2)cc(OC)c1OC
→ 6.9, -1.2, 1.9, 6.4, -7.9, -1.4, i, -0.6, -2.7
Cc1ccc(-c2cc(C(=O)Nc3ccc(S(=O)(=O)Nc4nc(C)cc(C)n4)cc3)c3ccccc3n2)cc1
→ -6.8, 0.8, 1.3, 3.2, -5.2, -0.2, i, 2.3, -4.9
CCc1ccc(OCCCC(=O)Nc2ccc(N3CCCCC3)cc2)cc1
→ -11.0, -0.8, 4.6, 3.1, -9.0, -2.0, i, 2.7, -0.8
OC(c1ccc(F)c(F)c1)c1ncc(-c2cccc(F)c2)[nH]1 (stereo not given)
→ 4.4, -0.3, -9.6, 0.7, -0.6, 5.2, i, -7.1, -4.0
CCc1ccc(-c2nnn(Cc3nc4ccccc4s3)n2)cc1
→ 23.3, -0.8, 23.8, 1.2, -4.3, -2.9, i, -0.4, -2.8
Cc1cc(C)c(/C=C(\C#N)C(N)=S)c(C)c1
→ 4.8, 0.4, 12.3, -1.6, -1.4, -1.4, i, 0.6, 1.1
COc1ccc(CNC(=O)c2cccc3c(-c4cccnc4)coc23)cc1OC
→ -9.0, -1.1, -11.9, -3.9, -0.7, -1.7, i, -3.9, -2.9
C/C(=N\N=C1\NC(=O)C(CC(=O)Nc2ccccc2F)S1)C1CCCCC1 (stereo not given)
→ 4.6, -0.4, -9.8, 0.3, -1.4, -11.7, i, 6.0, 9.8
COCCn1c(N)c(N(Cc2ccccc2)C(=O)Cc2c(Cl)cccc2Cl)c(=O)[nH]c1=O
→ -1.1, 0.4, 1.4, 1.8, -4.0, 0.5, i, -3.0, 4.8
O=C(CCNC(=O)c1ccc([N+](=O)[O-])cc1)Nc1nccs1
→ 25.2, -0.8, -98.1, -15.7, -1.3, -3.0, i, -1.8, 1.0

Next part
Every second line gives: FAS-TE inh, MsrA inh, MLLE-PAM2 inh, MT1-MMP act inh, bovine MsrA act, eLon inh, Rpn11 inh, Rin1-Abl PPI inh, CSN deneddyl inh
COc1ccc(C(=O)NCCNc2ccc([N+](=O)[O-])cn2)cc1
→ 1.7, 2.4, 22.6, -1.3, -3.6, -1.8, i, -3.6, 0.4
COC(=O)c1[nH]c2cc(OC)ccc2c1NC(=O)CN1CCC(C(N)=O)CC1
→ -2.8, 3.5, -24.3, 2.6, -3.0, 4.6, i, 0.0, -0.9
Cc1ccc(C)c(NC(=S)Nc2ccc(S(=O)(=O)Nc3ncccn3)cc2)c1
→ -2.7, 0.7, 17.2, 2.5, -0.3, -2.8, i, -0.5, -3.8
Cc1cc(C)c2c(CCl)cc(=O)oc2c1
→ 7.7, -0.2, -5.6, -1.6, -7.0, 23.1, i, -4.5, -2.5
O=S(=O)(c1ccc(F)cc1F)N1CCCN(c2ccc(C(F)(F)F)cn2)CC1
→ 39.8, 1.0, -2.8, 6.9, -1.7, -6.5, i, -2.7, -1.9
CCCC12CN(C(=O)c3ccc([N+](=O)[O-])cc3)CC(C)(CN(C(=O)c3ccc([N+](=O)[O-])cc3)C1)C2=O
→ 55.1*, -0.5, -2.3, -2.4, -1.3, -5.0, i, 1.2, -0.2
COc1ccc(NC(=O)c2ccc(Cn3cc(Cl)cn3)cc2)cc1
→ -5.7, 0.2, -0.2, -2.3, -10.9, 12.3, i, 2.5, 0.3
CC(=O)Nc1ccc(SCC(=O)Nc2ccccc2-c2ccccc2)cc1
→ -1.5, -1.0, 28.6, -0.1, -1.9, 13.4, i, -4.1, -1.1
COC(=O)c1[nH]c2ccc(Br)cc2c1NC(=O)CN1CCN(C2CCCCC2)CC1
→ 4.3, 1.6, -112.1, 2.7, -4.2, -2.9, i, -5.0, 5.7
O=C(Nc1cccc(C(=O)O)c1)/C(=C\c1ccccc1Cl)NC(=O)c1ccco1
→ -1.3, 0.9, 2.7, 1.9, -9.4, 3.9, i, -1.0, 4.1

New compounds follow.
Every second line gives: FAS-TE inh, MsrA inh, MLLE-PAM2 inh, MT1-MMP act inh, bovine MsrA act, eLon inh, Rpn11 inh, Rin1-Abl PPI inh, CSN deneddyl inh
CC(C)(C)n1nnnc1C(c1ccc(C(F)(F)F)cc1)N(Cc1ccc(F)cc1)Cc1ccco1 (stereo not given)
→ 24.0, 0.4, -4.8, -10.1, 0.2, 4.4, i, 5.8, -2.5
Cn1c(/C=N/c2nc3ccccc3[nH]2)nc2ccccc21
→ -6.7, 1.1, -29.9, 4.8, -12.1, -5.0, i, 1.3, 0.3
COc1ccc(CN2CCn3ncc(C(=O)Nc4ccc(Cl)cc4Cl)c3C2=O)cc1
→ -3.0, -0.7, 3.9, -0.7, -11.8, -11.9, i, 0.2, -6.6
Cc1ccc(C(=O)N/C(=C/c2ccco2)C(=O)N2CCCCC2)cc1
→ -6.4, 1.4, -12.3, -0.1, -1.4, -8.8, i, -3.0, 8.9
COc1cccc(C(=O)Oc2cccc(N3C(=O)C4C5CC(C(Br)C5Br)C4C3=O)c2)c1 (stereo not given)
→ 26.5, 1.0, -5.5, 3.5, -2.1, 5.5, i, -6.2, 1.0
CC(C)(C)N1CC(c2nc3ccccc3n2CCOc2ccccc2)CC1=O (stereo not given)
→ -1.1, -0.5, -0.3, -3.3, -0.1, 0.5, i, -0.8, 2.2
CC(=O)NC(CC(=O)NCc1ccncc1)c1ccccc1 (stereo not given)
→ -4.7, 0.8, -2.9, -3.5, -3.6, 1.0, i, 0.2, -0.6
COCC(C)NC(=O)c1cc(-c2ccc(OC)c(OC)c2)on1 (stereo not given)
→ 1.0, /, -7.5, 7.2, -8.4, -10.4, i, 0.5, 0.0
COc1cc(CC(=O)Nc2nc(-c3ccc(F)c(F)c3)cs2)cc(OC)c1OC
→ 20.6, 2.1, 3.5, -0.1, -6.0, -2.5, i, 3.4, 1.8
COc1ccc2c(c1)-c1nc(/N=C/c3cccc(OC)c3O)sc1CC2
→ -13.4, -1.0, -49.0, 10.8, -3.5, -14.4, i, -4.0, -11.3

Complete entries as entered above. Order of screens: FAS-TE inh	MsrA inh	MLLE-PAM2 inh	MT1-MMP act inh	bovine MsrA act	eLon inh	Rpn11 inh	Rin1-Abl PPI inh	CSN deneddyl inh
CC(C)(C)N1CC(c2nc3ccccc3n2CCOc2ccccc2)CC1=O (stereo not given) as listed: -1.1	-0.5	-0.3	-3.3	-0.1	0.5	i	-0.8	2.2
Cn1c(/C=N/c2nc3ccccc3[nH]2)nc2ccccc21 as listed: -6.7	1.1	-29.9	4.8	-12.1	-5.0	i	1.3	0.3

New compounds follow
Every second line gives: FAS-TE inh, MsrA inh, MLLE-PAM2 inh, MT1-MMP act inh, bovine MsrA act, eLon inh, Rpn11 inh, Rin1-Abl PPI inh, CSN deneddyl inh
O=C(NCCCn1ccnc1)c1cccc(S(=O)(=O)Nc2ccc(Br)cc2)c1
→ -8.1, -1.0, -12.8, -3.5, -0.5, -15.0, i, -0.5, 0.6
O=S(=O)(Nc1nccs1)c1ccc(F)cc1
→ -7.9, 1.2, 9.8, -1.4, -6.5, -9.6, i, -1.8, 4.5
Fc1ccc(CSc2nc3ncccc3[nH]2)cc1
→ -6.9, 3.2, 16.8, -3.6, -10.2, -5.5, i, 2.0, -0.9
COCCN1C(=O)C(=O)/C(=C(/O)c2cccc(OC)c2)C1c1ccncc1 (stereo not given)
→ -10.4, 2.5, -0.2, -0.9, -9.8, -2.6, i, -1.8, -3.7
CCOc1ccc(C(=O)Nc2ccc3c(c2)OCO3)cc1OCC
→ 1.6, 0.1, -7.3, 4.8, -0.4, 3.4, i, 3.0, 0.3
Cc1cc(NC(=S)NC(=O)c2ccccc2)ccc1-c1cc2ccccc2oc1=O
→ 19.2, -1.3, 37.5, 2.8, -4.0, 5.2, i, -0.6, -3.6
CCOC(=O)NC(NCC(O)c1ccccc1)(C(F)(F)F)C(F)(F)F (stereo not given)
→ -5.0, -1.3, -8.1, 5.7, -4.1, -2.6, i, -2.6, -2.4
Cc1ccc(NC(=O)NC(=S)NC(=O)c2ccccc2)cc1
→ -0.4, 0.5, 34.8, -1.3, -4.4, -0.1, i, 0.3, 1.9
CCOc1ccc(S(=O)(=O)NCCC(=O)NCC(C)(C)N2CCOCC2)cc1
→ -8.4, 0.6, 14.6, 2.4, -3.5, -9.5, i, 3.7, 1.9
O=C(O)CNC(=S)N(Cc1ccccc1)Cc1cccnc1
→ -4.2, 1.8, -18.9, -1.6, -5.0, -5.1, i, 2.5, -1.9

New compounds follow.
Every second line gives: FAS-TE inh, MsrA inh, MLLE-PAM2 inh, MT1-MMP act inh, bovine MsrA act, eLon inh, Rpn11 inh, Rin1-Abl PPI inh, CSN deneddyl inh
CCn1c(SCC(=O)N(C)c2ccccc2)nc2c([nH]c3ccccc32)c1=O
→ -2.1, -0.4, -18.4, -15.6, -1.6, -4.7, i, -5.2, 1.6
COc1ccc(F)cc1-c1cc(C(=O)NCc2ccccc2)[nH]n1
→ 0.2, -0.9, -11.6, -1.5, -8.0, 1.4, i, 4.5, 1.5
CCCCCc1c2c(cc(O)c1C(=O)O)OC(=O)c1c(cc(OC)cc1C(=O)CCCC)O2
→ 48.3, /, -6.2, 2.6, -0.4, -1.1, i, 0.4, 20.0
O=C(COc1ccc(Cl)cc1)N1CCN(C(=O)c2cccs2)CC1
→ 2.0, 2.0, 10.0, -4.3, -13.5, 6.6, i, 4.1, -6.8
Cn1c(=O)c2c(nc(NCc3ccccc3)n2CCCc2ccccc2)n(C)c1=O
→ 7.1, -1.2, -10.8, -11.5, -9.8, -3.0, i, -4.0, -0.9
CCOc1ccccc1NC(=O)CCc1ccc(C)o1
→ -1.9, -0.6, 8.2, 0.1, -1.3, -5.7, i, -2.4, -4.0
COc1nc(N(C)C)nc(N(C#N)CCOC(C)=O)n1
→ -2.6, -0.6, -2.5, 4.2, -0.9, 10.2, i, 0.8, 2.1
CC(C)(C)c1ccc(C(=O)n2cnc3ccccc32)cc1
→ 3.2, 1.0, 6.2, -3.6, -10.9, 6.4, i, 0.7, 4.7
CCN(CC)c1ccc2cc(-c3nc(-c4cc5ccccc5oc4=O)cs3)c(=O)oc2c1
→ -159.0, -0.3, i, -120.0, -2.7, -352.5, /, 2.4, -80.0
COc1ccc(-c2sc3cc(OC)ccc3c2-c2ccc(OCCN3CCCCC3)cc2)cc1
→ 18.8, -0.2, /, 5.1, -1.5, 10.4, /, /, 2.1

(continued)
Every second line gives: FAS-TE inh, MsrA inh, MLLE-PAM2 inh, MT1-MMP act inh, bovine MsrA act, eLon inh, Rpn11 inh, Rin1-Abl PPI inh, CSN deneddyl inh
CCc1c(C)nc(SCC(=O)N2CCCCC2CC)[nH]c1=O (stereo not given)
→ -5.0, 0.4, 2.4, 0.6, -3.4, 7.4, i, -3.3, -0.6
CN(C)CCn1c(C(=O)O)cc2ccccc21
→ -6.2, -1.1, -10.6, 0.9, -2.7, -2.7, i, 0.0, 6.3
CC(=O)Oc1ccc2ccccc2c1C(NC(=O)Cc1ccccc1)c1ccccc1Cl (stereo not given)
→ 5.7, 0.4, 16.9, -28.2, -1.8, -5.5, i, 0.2, -0.2
CC(OC(=O)c1cccn1C)C(=O)Nc1ccc2c(c1)OCO2 (stereo not given)
→ -1.6, 0.4, -13.3, 0.1, -6.8, -7.0, i, -0.6, -3.4
Cc1ccc(N2CCN(S(=O)(=O)N3CCOCC3)CC2)cc1C
→ -1.5, 1.0, 7.5, 0.7, -0.9, 12.8, i, -5.8, -2.9

Screening data (PubChem BioAssay)

Not a hit list; about 3.7% have a hit in one of these screens.
